Compound activity deposited in PubChem by National Center for Advancing Translational Sciences (NCATS).
LDHA block: blocks human lactate dehydrogenase A; P00338; 0.15% of 480,000 active; AID 1347041; activity change, % (values are at about 110 or 230 µM); purified LDHA, NADH/diaphorase-resazurin fluorescence; stronger effect = lower value; in the data active = activity change below about -30%; inconclusive = mostly about -25% to -30%;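 note: plate controls were DMSO wells for no effect and wells without enzyme for full effect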
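Human LDH5 at 2 nM final in Tris HCl pH 7.4 with 0.06 mM NADH and 0.2 mM pyruvate, reacted 5 minutes at room temperature. Remaining NADH coupled via diaphorase/resazurin; resorufin fluorescence read at 0 and 20 minutes, normalized to enzyme-free and DMSO wells.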
RXFP1 ag: activates the human relaxin receptor RXFP1; Q9HBX9; AID 2676; Potency, µM (top dose mostly 57.5 µM), for inactives: at the top dose activation, actives largely listed as activators; HEK293T-RXFP1 cAMP TR-FRET, 30 min; response scale: percent of porcine relaxin response, buffer zero; 0.3% of 370,000 active; note: potency is the fitted concentration of half-maximal effect; % is set by controls: 0 for no effect and ±100 for the full control effect; nearly all actives have a fitted effect of over 60% in size; many of its hits are not listed in these tables
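HEK293T cells stably expressing RXFP1 were pretreated with the PDE4 inhibitor Ro 20174, exposed to compounds for 30 min at 37C, lysed, and cAMP was read by TR-FRET. Data normalized to buffer (basal) and 29 nM porcine relaxin (100%).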
GRP78 ERSR act: inducers of ER stress response in human glioma cells | U87-MG GRP78 promoter luciferase reporter, 16 h | Potency, µM, inactives show top-dose activation, hits mostly activators | 0.02% of 420,000 active; note: potency is the fitted concentration of half-maximal effect; series mostly up to about 76 µM; % of control where 0% means no effect; nearly all actives have a fitted effect of over 35% in size
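ERSR induction read as luciferase luminescence (Bright-Glo, 10 min at room temperature) in stably transfected human U87-MG glioma cells exposed to compounds for 16 h, using GRP78 as sensor.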
D1 antagonist: human D1 dopamine receptor antagonism. P21728. HEK293 TREx D1 cells, calcium flux, dopamine EC80; stronger effect = lower value. activity change, negative = inhibition, % at 10 µM. 3.2% of 360,000 active. AID 504652; in the data active = activity change below about -30%; note: % is set by controls: 0 for no effect and ±100 for the full control effect
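Tetracycline-induced HEK293 T-REx cells with force-coupled D1 receptor were loaded with a no-wash calcium dye. Compound was added after a 10 s baseline and read kinetically for 180 s; EC80 dopamine was then added and calcium flux followed another 180 s.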
D1 potentiator: potentiators of human D1 dopamine receptor | P21728 | HEK293 TREx D1 cells, calcium flux, dopamine EC20 potentiation | potentiation, % at 10 µM | 0.036% of 360,000 active | AID 504651; in the data active = potentiation above about 30%; note: 0% is about no effect
Vif-APOBEC3G blk: inhibitors of Vif-APOBEC3G interaction; HeLa A3G-eYFP + Vif (tagged APOBEC3G with the HIV-1 protein that degrades it), YFP fluorescence, overnight; Potency, µM (doses to about 46.1 µM), for inactives: at the top dose activity, negative = active, most hits filed as inhibitors; 0.076% of 410,000 active;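 note: potency is the fitted concentration of half-maximal effect; % is set by controls: 0 for no effect and ±100 for the full control effect; nearly all actives have a fitted effect of over 60% in size; hits raise eYFP signal because A3G escapes Vif-driven loss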
Target sequence (Q9HC16 whole entry, looked up): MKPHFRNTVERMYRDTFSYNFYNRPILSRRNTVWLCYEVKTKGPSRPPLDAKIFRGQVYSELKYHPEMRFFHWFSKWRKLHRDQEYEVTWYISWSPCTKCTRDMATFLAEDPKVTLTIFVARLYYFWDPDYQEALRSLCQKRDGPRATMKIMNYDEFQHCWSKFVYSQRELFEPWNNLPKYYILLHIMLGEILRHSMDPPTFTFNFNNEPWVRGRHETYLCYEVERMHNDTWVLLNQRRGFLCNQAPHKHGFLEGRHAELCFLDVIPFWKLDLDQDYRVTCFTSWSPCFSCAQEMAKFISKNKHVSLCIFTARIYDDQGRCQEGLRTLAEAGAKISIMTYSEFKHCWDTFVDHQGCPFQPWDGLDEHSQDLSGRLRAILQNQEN
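Read-out is eYFP fluorescence (Ex 488/Em 500-530) from Vif-expressing HeLa A3G-eYFP cells; more signal means A3G escaped Vif-mediated degradation. Cells plated overnight, compound pinned in, incubated overnight at 37 deg C.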
D1 agonist: agonists of human D1 dopamine receptor | P21728 | HEK293 T-REx D1 cells, calcium flux, agonist mode | activation, % at 2 µM | 1% of 360,000 active | AID 504660; in the data active = activation above about 30%; note: 0% is about no effect
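Tetracycline-induced HEK293 TREx D1 cells, force-coupled to calcium signalling, were dye-loaded with a no-wash calcium kit. Compound was pin-added after a 10 s baseline. Fluorescence was read kinetically at 1 cycle/s for 180 s, with calcium rises flagged as agonism.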
Vif-APOBEC3F blk: inhibitors of Vif-A3F interaction; HeLa A3F-eYFP + Vif (tagged APOBEC3F with the HIV-1 protein that degrades it), YFP fluorescence increase; Potency, µM (titrated, usually from 46.1 µM), for inactives: at the top dose activity, negative = active; 0.2% of 390,000 active; note: potency is the fitted concentration of half-maximal effect; % of control where 0% means no effect; nearly all actives have a fitted effect of over 65% in size
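HeLa cells stably expressing Vif plus C-terminally eYFP-tagged A3F were seeded, incubated overnight at 37 deg C, dosed with compound, incubated overnight again at 37 deg C. Yellow fluorescence (Ex 488/Em 500-530) reported blocked Vif-mediated A3F-eYFP degradation.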
D2 PAM: D2 dopamine receptor (human) potentiation. P14416. 0.34% of 340,000 active. potentiation, % at 10 µM. HEK293 T-REx D2, calcium flux, EC20 dopamine potentiation. AID 485347;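 active = potentiation over 3 SD above the plate norm, cut at about 30% in these data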; note: 0% is about no effect
Target sequence (P14416 whole entry, looked up): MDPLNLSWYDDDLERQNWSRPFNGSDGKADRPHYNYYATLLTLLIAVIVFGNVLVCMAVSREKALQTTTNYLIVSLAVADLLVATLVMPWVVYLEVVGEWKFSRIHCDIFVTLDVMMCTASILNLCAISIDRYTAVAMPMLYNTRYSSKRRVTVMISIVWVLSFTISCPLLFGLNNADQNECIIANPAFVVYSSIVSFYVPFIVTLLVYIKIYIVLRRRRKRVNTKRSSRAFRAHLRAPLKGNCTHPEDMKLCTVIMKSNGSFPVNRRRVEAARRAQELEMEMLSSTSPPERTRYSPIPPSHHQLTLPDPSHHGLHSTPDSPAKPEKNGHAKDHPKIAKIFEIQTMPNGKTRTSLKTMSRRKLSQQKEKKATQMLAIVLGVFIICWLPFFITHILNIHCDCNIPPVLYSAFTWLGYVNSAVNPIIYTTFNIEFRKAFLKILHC
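Potentiation of an EC20 dopamine calcium response is measured in a force-coupled, tetracycline-inducible Hek293 Trex D2 line. Compound-only kinetic reads over 180 s flag agonists before dopamine addition.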
* = called active by the depositor; ? = inconclusive; . = not tested or not shown. Unless noted, calls come from the whole dose curve; as a rule, active = well fitted curve in the direction sought with a large enough effect; inconclusive = small, poorly fitted or top-dose-only effect, or another doubt; inactive = no such curve, though single readings can be large; an effect the other way counts as inactive or inconclusive. Some of the compounds tested, so the mix of outcomes need not match the whole.

SMILES	LDHA block	RXFP1 ag	GRP78 ERSR act	D1 antagonist	D1 potentiator	Vif-APOBEC3G blk	D1 agonist	Vif-APOBEC3F blk	D2 PAM
CC1(C)CC(=O)C/C(=N\NC(=O)CCc2ccc(S(=O)(=O)N3CCOCC3)cc2)C1	-3	0.6%	-2%	16	4	1%	-2	6%	6
COc1ccc(N(CC(=O)NC(C)c2ccccc2)S(=O)(=O)c2ccc(C)cc2)cc1 (configuration not stated)	-6	1.9%	-2%	11	5	-10%	2	13%	.
CN(C)c1[nH]c(=O)c(C#N)c2c1CCN2Cc1ccccc1	1	-0.3%	-5%	-21	-3	-9%	2	-5%	-5
N/C(Cn1nnc(-c2ccccc2)n1)=N\O	0	1.3%	-3%	14	-2	2%	-1	2%	.
CCOc1cc(/C=C/C(=O)N(CC)CC(=O)NCc2cccs2)cc(Cl)c1OC	-11	0.5%	-4%	8	2	-4%	2	-8%	-22
Cc1cc(C(=O)Nc2cc(C(C)(C)C)on2)c(C)o1	1	0.2%	3%	-2	0	-3%	2	-4%	-6
CCOC(=O)C1CCCN(C(=O)CCc2nnc(-c3ccc(C(C)=O)s3)o2)C1 (configuration not stated)	-3	-0.7%	3%	6	1	1%	2	2%	6
COc1ccc(NC(=O)NCc2cccnc2)cc1OC	7	0.0%	0%	-2	13	-4%	2	-8%	3
CC1CCN(S(=O)(=O)c2cc([N+](=O)[O-])ccc2Cl)CC1	-1	-3.1%	12%	7	-4	-4%	-3	-16%	-1
OC(COCc1cccs1)CN1CCCCCC1 (configuration not stated)	-1	-2.0%	-2%	-2	1	-8%	4	-5%	30
O=C(CCSc1nnc(-c2ccncc2)o1)Nc1ccc(F)cc1	-6	3.6%	-3%	-20	0	3%	4	3%	-12
Cn1c(O)c(N=NC(=O)c2ccccc2O)c2ccccc21	-3	-2.5%	-3%	-21	0	-1%	0	-1%	5
COc1ccccc1CCNc1ncnc2c1nnn2C	-3	4.6%	0%	.	-3	0%	-1	-13%	.
O=C(c1cccc(OC2CCN(C3CCCC3)CC2)c1)N1CCCCCCC1	-4	-2.1%	0%	-9	-6	1%	1	-4%	.
O=C1NCCN/C1=C\C(=O)c1ccccc1	0	0.1%	-2%	-11	4	0%	1	0%	1
COc1ccc([C@@H]2[C@@H](C)N(c3ccccc3)c3ccccc3C(=O)N2Cc2ccccc2)cc1	0	.	0%	.	.	0%	.	-7%	.
Cc1cc(C(=O)CSc2nnnn2C)c(C)n1CCc1ccc(Cl)cc1	2	2.3%	-1%	-10	-6	0%	4	4%	7
O=C(c1ccco1)n1nc(-c2ccccc2)nc1NCc1ccc(F)cc1	-10	-0.5%	-2%	10	1	-1%	0	4%	-5
O=C(c1nn2c(C(F)(F)F)cc(-c3cccs3)nc2c1Br)N1CCCc2ccccc21	-3	0.3%	1%	-5	-7	?	4	-22%	7
CCOC(=O)CN(C(=O)c1snc(C(N)=O)c1N)C(C(=O)NCCC(C)C)c1ccc(C)cc1 (configuration not stated)	0	.	-4%	.	.	-1%	.	-8%	.
COc1cccc(C2/C(=C(\O)c3ccc4c(c3)OCCO4)C(=O)C(=O)N2CCN(C)C)c1 (configuration not stated)	0	11%	5%	12	-4	-3%	6	5%	6
N=c1sccn1CC(=O)Nc1cc(S(=O)(=O)N2CCCCC2)ccc1Cl	-7	-0.9%	-5%	-30	-3	3%	4	-8%	-4
COc1ccc2cc3cc(C(=O)Nc4cc(OC)c(OC)c(OC)c4)oc3nc2c1	-2	-1.4%	-7%	-1	-3	-4%	0	8%	-7
CCN1CCc2c(C#N)c(N3CCOCC3)nc(NCCO)c2C1	21	0.4%	-1%	-19	0	1%	1	-2%	9
COCCOc1ccc(C(F)(F)F)cc1NC(=O)c1ccc(C(F)(F)F)cc1	-3	1.6%	-4%	-10	2	-4%	5	-2%	7

The list goes on, starting with the last 3 of the part before.
SMILES	LDHA block	RXFP1 ag	GRP78 ERSR act	D1 antagonist	D1 potentiator	Vif-APOBEC3G blk	D1 agonist	Vif-APOBEC3F blk	D2 PAM
COc1ccc2cc3cc(C(=O)Nc4cc(OC)c(OC)c(OC)c4)oc3nc2c1	-2	-1.4%	-7%	-1	-3	-4%	0	8%	-7
CCN1CCc2c(C#N)c(N3CCOCC3)nc(NCCO)c2C1	21	0.4%	-1%	-19	0	1%	1	-2%	9
COCCOc1ccc(C(F)(F)F)cc1NC(=O)c1ccc(C(F)(F)F)cc1	-3	1.6%	-4%	-10	2	-4%	5	-2%	7
COc1ccc2[nH]cc(C(=O)CN3CCN(C4CCCCC4)CC3)c2c1	-5	0.0%	0%	5	12	1%	0	-9%	-17
CN(CCO)c1nc(N)c2c(N)nc3c(c2c1C#N)CC(=O)N3Cc1cccs1	5	11%	2%	5	1	-1%	0	2%	8
CCOC(=O)c1c(NC(=O)c2cccnc2)sc(C)c1C	-5	-1.7%	-3%	10	5	3%	1	-3%	-3
CC1(C)Cc2c(sc3nc(-c4cc5ccccc5o4)n(N)c(=O)c23)CO1	3	1.0%	4%	-19	-1	1%	0	-2%	5
Cc1nc2c(C(=O)NCCc3ccccc3)c[nH]n2c(=O)c1Cl	21	-2.3%	-1%	-11	4	1%	0	2%	-2
CCSc1nnc(NC(=O)CSc2nnc(CNC(=O)c3cc(OC)c(OC)c(OC)c3)o2)s1	-1	2.0%	3%	3	-2	1%	0	3%	5
Cc1cc(/C=C2\C(=N)N3N=C(CC(=O)N4CCOCC4)SC3=NC2=O)c(C)n1Cc1ccccc1	-10	0.4%	-2%	18	-1	0%	3	-4%	7
COc1ccc(-c2cn3cccnc3n2)cc1NC(=O)Nc1ccc(Cl)cc1	-4	9.2%	4%	-1	-5	-3%	0	-2%	7
COc1cc(/C=C(/C(=O)O)c2ccc(-c3ccccc3)cc2)cc(OC)c1OC	-9	1.3%	-1%	-42*	-8	?	-3	0%	30*
CCC(C)c1ccccc1N1CC(C(=O)N(C)CC(=O)Nc2cccc(F)c2)CC1=O (configuration not stated)	3	-0.1%	-2%	11	-3	-3%	2	3%	18
Clc1ccc(-c2nc(C3CCCCC3)no2)cc1	-11	1.7%	9%	-2	-5	1%	1	5%	-5
CC1Sc2ccc(S(=O)(=O)CCC(=O)NC3CCCCCC3)cc2NC1=O (configuration not stated)	-9	0.2%	-2%	7	-2	1%	-1	0%	4
CC1Cc2ccccc2N1C(=O)Cn1c(=O)oc2cc(S(=O)(=O)N3CCCCC3)ccc21 (configuration not stated)	-3	-1.5%	-3%	-7	-2	-2%	10	7%	4
Cc1onc(-c2ccccc2)c1CNC(=O)CN1C(=O)c2ccccc2C1=O	-10	3.8%	-3%	2	1	0%	2	13%	13
O=C(CNC(=O)N1CC(=O)Nc2ccccc21)NCCc1cccc(F)c1	-2	-0.9%	0%	20	0	0%	6	-4%	4
COc1ccc(Oc2coc3c(CN(C)C)c(O)ccc3c2=O)cc1	-2	-0.5%	-4%	-11	-1	1%	2	-2%	-9
CCNC(=S)NNC(=O)c1csc2c1CCCC2	-7	2.4%	-3%	-6	-1	-3%	3	-5%	-4
CCN(CC(=O)NCc1ccc(Cl)cc1)C(=O)C1CCN(S(=O)(=O)c2ccc(OC)c(OC)c2)CC1	-1	-0.7%	-1%	-20	-5	1%	0	-4%	4
COCCNC(=O)c1ccc2c(c1)ncn2-c1cc(C)ccc1OC	-1	-0.3%	-6%	4	2	1%	2	6%	7
COC(=O)C1(C(=O)OC)C(C(=O)c2ccccc2)C1c1ccccc1 (configuration not stated)	-3	.	-3%	.	.	1%	.	-13%	.
O=C(COc1ccc(Cl)cc1)NCCCn1ccnc1	0	0.0%	2%	-14	-7	-1%	0	-3%	-7
O=C(Oc1ccc(OC(=O)N2CCCCC2)cc1)c1ccccc1	2	1.8%	0%	-7	-10	0%	8	-1%	2
O=C(COc1ccc(C(=O)c2ccccc2)cc1)NC1CCCCC1	-1	0.8%	-5%	-31*	-3	0%	13	1%	12
CC(C)NC(=S)NC(=O)c1ccc(Cl)cc1Cl	0	0.5%	-2%	0	-4	-4%	0	-3%	12
COc1ccc(NC(=O)c2ccc(S(=O)(=O)N3CC(C)OC(C)C3)cc2)cc1 (configuration not stated)	-1	.	-2%	.	.	1%	.	0%	.
Other entries follow.
SMILES	LDHA block	RXFP1 ag	GRP78 ERSR act	D1 antagonist	D1 potentiator	Vif-APOBEC3G blk	D1 agonist	Vif-APOBEC3F blk	D2 PAM
CN(Cc1ccccc1)C(=O)c1cn(C)c2ccc(S(=O)(=O)N(C)C3CCCCC3)cc2c1=O	-3	13%	4%	-7	1	-2%	0	2%	0
COc1ccc(S(=O)(=O)N2CCc3ccccc32)cc1C(=O)N(CC(C)C)C1CCS(=O)(=O)C1 (configuration not stated)	4	-0.1%	-4%	0	9	-6%	9	2%	16
Cc1ccc(CNC(=O)c2ccccc2NC(=O)CN2CC(C)OC(C)C2)cc1 (configuration not stated)	-10	0.9%	-1%	0	6	-5%	4	-7%	-4
CCO[C@@H]1OC(C(=O)NCc2ccccc2)=C[C@H](c2csc3ccccc23)[C@H]1CCCO	2	5.3%	-3%	6	-3	-10%	20	4%	1
O=c1c2ccccc2nnn1CSc1nnc(Nc2ccccc2)s1	-2	1.6%	-3%	-3	1	-9%	2	-8%	-2
Cn1cc(/C=C/C(=O)c2ccccc2)c2ccccc21	1	-0.7%	-13%	-9	-2	-16%	7	-7%	15
Cc1ccc(C2Nc3ccccc3NC3=C2C(=O)OC(C)C3)cc1 (configuration not stated)	-14	3.4%	-4%	-18	-3	-1%	2	-3%	8
COc1ccc(S(=O)(=O)N2CCOCC2)cc1NC(=O)CSc1ncnc2ccccc12	-7	16µM*	-5%	8	-5	2%	2	0%	-3
O=C(O)CCC(=O)N1CCN(c2ncccn2)CC1	-4	0.1%	-1%	-32*	2	0%	3	4%	-6
COc1cccc(/C=C/C(=O)OCC(=O)N2CCCC2)c1OC	0	.	-1%	.	.	2%	.	-6%	.
